Screening results (PubChem)
NSD2 inh = inhibitors of human histone methyltransferase NSD2. NSD2 peptide methylation, AlphaScreen, 120 min. AID 743445. 310,000 tested, 0.54% active. inhibition, % at 12.5 µM. O96028; in the data active = inhibition above about 50%
SR-BI DiI-HDL act = activators of SR-BI mediated HDL lipid uptake; activation, % at 12.5 µM; AID 504775; CHO ldlA[mSR-BI] cells, DiI-HDL uptake fluorescence, 3 h; 100 = double the neutral-control signal; 320,000 tested, 0.096% active;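 active = mean replicate activation of at least 60% and every replicate at or above 60%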;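 note: 0% = median plate neutral-control signal and 100% = twice that signal; values of inactives mirror those of a sister screen read the other way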
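Assay system: LDL receptor-deficient CHO ldlA cells overexpressing murine SR-BI / Medium: BSA-supplemented, HEPES-buffered Ham's F12, pH 7.4 / Probe or stimulus: DiI-labelled HDL at 10 µg/mL final / Timing: compound with DiI-HDL co-incubation, 3 h at 37 °C / Technique: bottom-read cell fluorescence after medium removal, ex 550/em 595 nm / Measure: HDL uptake via cellular fluorescence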
SR-BI DiI inh = mouse SR-BI HDL lipid transfer inhibition; ldlA[mSR-BI] CHO cells, DiI-HDL uptake fluorescence, 3 h; inhibition, % at 12.5 µM; 320,000 tested, 0.96% active;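 active = mean replicate inhibition of at least 70% and a set share of replicates each scoring 70 or more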;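 note: 0% = median of neutral control wells and 100% = median of positive control wells; values of inactives mirror those of a sister screen read the other way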
Keap1 Nrf2 FP = inhibitors of human Keap1-Nrf2 protein-protein interaction; AID 504523; Keap1 Kelch-Nrf2 peptide fluorescence polarization, 1536-well; 340,000 tested, 0.15% active; Q14145; inhibition, % at 9.4 µM; in the data active = inhibition above about 12%;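 note: human Keap1 Kelch domain with fluorescein labeled Nrf2 9mer peptide probe; 0% = neutral control wells and 100% = peptide positive control; higher means more block of Keap1 binding to Nrf2 peptide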
RTF Ca sens inh = cardiac RTF calcium desensitization | 340,000 tested, 0.12% active | inhibition, % at 7.15 µM | P19429+P45379 | IANBD-labeled cardiac RTF, Ca2+ fluorescence;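 active = inhibition above the mean inhibition of all tested compounds plus 3 SD, cut at about 17% in these data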;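 note: assay run at fixed EC70 calcium of 1.6 mM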
LANA DNA inh = inhibitors of KSHV LANA C-terminal domain DNA binding | MBP-C-LANA/FAM-LBS DNA binding, fluorescence polarization | inhibition, % at 9 µM | 340,000 tested, 0.078% active | AID 504423;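 active = highest replicate inhibition at or above 60% at 9 µM, even if other replicates fall short; inactive = all replicates below 60% inhibition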;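 note: 0% = neutral control wells and 100% = 4 µM acridine orange control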
DAGLB inhibitor = diacylglycerol lipase beta (human) inhibition; HEK293T DAGLB membrane lysate, EnzChek fluorogenic substrate; inhibition, % at 5.17 µM; 340,000 tested, 0.059% active; in the data active = inhibition above about 34%;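 note: 0% = enzyme with vehicle and 100% = wells lacking enzyme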
Target sequence (Q8NCG7 whole entry, looked up): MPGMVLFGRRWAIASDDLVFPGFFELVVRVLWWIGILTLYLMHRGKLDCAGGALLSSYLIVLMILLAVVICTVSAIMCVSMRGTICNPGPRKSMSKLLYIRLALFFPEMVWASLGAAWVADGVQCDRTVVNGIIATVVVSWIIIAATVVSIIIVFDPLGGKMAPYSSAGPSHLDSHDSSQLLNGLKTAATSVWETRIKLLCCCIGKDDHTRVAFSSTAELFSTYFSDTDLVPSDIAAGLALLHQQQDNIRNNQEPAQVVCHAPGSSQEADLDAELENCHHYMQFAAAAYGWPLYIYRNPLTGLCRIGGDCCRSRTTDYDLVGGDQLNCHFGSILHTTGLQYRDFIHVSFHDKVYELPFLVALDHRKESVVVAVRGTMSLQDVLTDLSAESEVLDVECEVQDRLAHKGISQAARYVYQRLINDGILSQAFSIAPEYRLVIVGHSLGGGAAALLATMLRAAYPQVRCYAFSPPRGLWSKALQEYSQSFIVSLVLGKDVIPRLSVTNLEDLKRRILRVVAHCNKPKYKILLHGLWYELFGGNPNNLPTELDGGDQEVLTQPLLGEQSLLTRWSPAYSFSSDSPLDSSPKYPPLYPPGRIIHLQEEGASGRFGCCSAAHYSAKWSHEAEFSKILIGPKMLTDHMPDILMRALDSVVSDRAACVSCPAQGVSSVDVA
PKA-R2B act = activators of human PKA-R2B complex. P22694+P31323. PKA-R2B holoenzyme dissociation, Cy5-IP20 fluorescence polarization; R2B truncated from residue 108, S112A mutant; 0% DMSO only, 100% 113 µM cGMP. activation, % at 11.4 µM. 340,000 tested, 0.079% active. AID 504700;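 active = activation above a cutoff set at the mean over all compounds plus 3 SD, cut at about 18% in these data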;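 note: higher means more holoenzyme dissociation and a rise in polarization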
Target sequence (P31323 whole entry, looked up, other chains not shown, the tested form may be a part): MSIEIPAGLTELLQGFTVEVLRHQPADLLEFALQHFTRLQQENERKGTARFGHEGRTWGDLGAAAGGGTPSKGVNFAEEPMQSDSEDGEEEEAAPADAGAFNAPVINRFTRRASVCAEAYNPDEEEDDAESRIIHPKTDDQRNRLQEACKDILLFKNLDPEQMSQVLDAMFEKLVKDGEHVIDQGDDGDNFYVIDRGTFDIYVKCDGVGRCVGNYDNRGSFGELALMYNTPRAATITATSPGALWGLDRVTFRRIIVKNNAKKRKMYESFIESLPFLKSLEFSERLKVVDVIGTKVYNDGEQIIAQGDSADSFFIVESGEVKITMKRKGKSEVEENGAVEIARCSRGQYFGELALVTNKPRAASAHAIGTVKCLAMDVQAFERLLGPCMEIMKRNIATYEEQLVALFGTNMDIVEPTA
Arrestin-AP2 inh = blocks beta-arrestin peptide binding to AP2 adaptin; FITC-arrestin peptide / GST-AP2 beads, flow cytometry; AP2 beta2 appendage carries R879A mutation; inhibition, % at 10 µM; 340,000 tested, 0.31% active;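 active = inhibition above a set limit, near 3 SD of compounds lacking own fluorescence, cut at about 54% in these data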;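 note: plate controls were DMSO wells for no effect and 5 µM unlabelled arrestin peptide for full effect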
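Material – GST-tagged AP2 beta2-adaptin appendage (R879A) on 4 µm glutathione beads · Probe or stimulus – fluorescein-tagged arrestin peptide at 50 nM final · Timing – 12 min plus 1 h, RT · Detection – bead flow cytometry, FITC channel · Read-out basis – inhibition as reduced fluorescein signal on beads, percent · Medium – PBS plus Tween 20 (0.05%) and BSA (0.1%)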
PvdQ inh = blocks Pseudomonas aeruginosa PvdQ acylase activity; purified PvdQ acylase, fluorescence plate reader; inhibition, % at 10 µM; 340,000 tested, 0.063% active; AID 488965; in the data active = inhibition above about 30%, passing the limit was not always enough;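 note: 0% = vehicle neutral wells and 100% = reference inhibitor wells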
Numbers without * were called inactive. Compounds were not picked by outcome; any-hit rate near 2.1%.

How did Cc1oc2ccc(OCc3ccc(Br)cc3)cc2c1C(=O)O do in these assays?
NSD2 inh: -1; SR-BI DiI-HDL act: 14; SR-BI DiI inh: -14; Keap1 Nrf2 FP: 1; RTF Ca sens inh: -3; LANA DNA inh: 0.1; DAGLB inhibitor: 1; PKA-R2B act: 3; Arrestin-AP2 inh: 33; PvdQ inh: -1

How did COc1cccc(CNC(=O)CN2C(=O)CCSc3ccc(S(=O)(=O)N4CCCC4)cc32)c1 do in these assays?
NSD2 inh: -1; SR-BI DiI-HDL act: 25; SR-BI DiI inh: -25; Keap1 Nrf2 FP: 2; RTF Ca sens inh: -9; LANA DNA inh: 0.1; DAGLB inhibitor: 1; PKA-R2B act: -5; Arrestin-AP2 inh: 11; PvdQ inh: 4

What do the screens show for `CCOC(=O)NC1Cc2ccccc2C1Sc1ccccn1` (configuration not stated)?
NSD2 inh: -2; SR-BI DiI-HDL act: 2; SR-BI DiI inh: -2; Keap1 Nrf2 FP: 3; RTF Ca sens inh: -14; LANA DNA inh: 1.7; DAGLB inhibitor: -1; PKA-R2B act: -1; Arrestin-AP2 inh: 5; PvdQ inh: -4

Results for Cc1ccc(NC(=O)NNC(=O)c2snnc2C)cc1 ?
NSD2 inh: 1; SR-BI DiI-HDL act: -10; SR-BI DiI inh: 10; Keap1 Nrf2 FP: -1; RTF Ca sens inh: -13; LANA DNA inh: -0.1; DAGLB inhibitor: 2; PKA-R2B act: -2; Arrestin-AP2 inh: 14; PvdQ inh: 3

What do the screens show for `CC(C)Cc1cc(C(=O)NCc2cccs2)no1`?
SR-BI DiI-HDL act: 6; SR-BI DiI inh: -6; Keap1 Nrf2 FP: 0; RTF Ca sens inh: -8; LANA DNA inh: -1.6; DAGLB inhibitor: -2; PKA-R2B act: 4; Arrestin-AP2 inh: 7; PvdQ inh: 2

How did COc1ccc(CN2CCNC(=O)C2CC(=O)NCCc2nc(C)c(C)s2)c(OC)c1 (configuration not stated) do in these assays?
NSD2 inh: 7; Keap1 Nrf2 FP: -4; RTF Ca sens inh: -2; LANA DNA inh: 0.3; DAGLB inhibitor: 3; PKA-R2B act: -1; Arrestin-AP2 inh: -8; PvdQ inh: -6

How did Cc1ccc(S(=O)(=O)N2CCOCC2)c2nsnc12 do in these assays?
NSD2 inh: 9; SR-BI DiI-HDL act: -7; SR-BI DiI inh: 7; Keap1 Nrf2 FP: 1; RTF Ca sens inh: -5; LANA DNA inh: 0.3; DAGLB inhibitor: -2; PKA-R2B act: -3; Arrestin-AP2 inh: 27; PvdQ inh: 5

What do the screens show for `CCSc1nc2sc3c(c2c(=O)n1-c1ccccc1)CCN(C(C)C)C3`?
NSD2 inh: 6; SR-BI DiI-HDL act: 8; SR-BI DiI inh: -8; Keap1 Nrf2 FP: 1; RTF Ca sens inh: -2; LANA DNA inh: -2.1; DAGLB inhibitor: 1; PKA-R2B act: -7; Arrestin-AP2 inh: 9; PvdQ inh: -1

What do the screens show for `CC(C)(C)c1ccc(-c2nnc(SCC(=O)NC3CC3)o2)cc1`?
NSD2 inh: 0; SR-BI DiI-HDL act: -1; SR-BI DiI inh: 1; Keap1 Nrf2 FP: -6; RTF Ca sens inh: -2; LANA DNA inh: -1.0; DAGLB inhibitor: 0; PKA-R2B act: 1; Arrestin-AP2 inh: 5; PvdQ inh: 2

What do the screens show for `COc1ccc(Br)cc1CN1C(=O)NC2(CCCCCC2)C1=O`?
NSD2 inh: 6; SR-BI DiI-HDL act: 7; SR-BI DiI inh: -7; Keap1 Nrf2 FP: 4; RTF Ca sens inh: 3; LANA DNA inh: 0.2; DAGLB inhibitor: -2; PKA-R2B act: -11; Arrestin-AP2 inh: 2; PvdQ inh: 2

Results for CC(C)COC(=O)N1CC(O)CC1C(=O)Nc1ccc2c(c1)OCO2 (configuration not stated) ?
NSD2 inh: -2; SR-BI DiI-HDL act: -5; SR-BI DiI inh: 5; Keap1 Nrf2 FP: -3; RTF Ca sens inh: 2; LANA DNA inh: 0.7; DAGLB inhibitor: -2; PKA-R2B act: 1; Arrestin-AP2 inh: -11; PvdQ inh: -7

How did Cc1oc(-c2cccs2)nc1CS(=O)CC(=O)NCc1ccc2c(c1)OCO2 (configuration not stated) do in these assays?
NSD2 inh: 25; Keap1 Nrf2 FP: -4; RTF Ca sens inh: -1; LANA DNA inh: 1.0; DAGLB inhibitor: 3; PKA-R2B act: -10; Arrestin-AP2 inh: 3; PvdQ inh: 12

What do the screens show for `CC(=O)N(Cc1cc(=O)[nH]c2ccccc12)c1ccccc1`?
NSD2 inh: 0; SR-BI DiI-HDL act: 1; SR-BI DiI inh: -1; Keap1 Nrf2 FP: -2; RTF Ca sens inh: -14; LANA DNA inh: 4.6; DAGLB inhibitor: 0; PKA-R2B act: -10; Arrestin-AP2 inh: 3; PvdQ inh: 2

What do the screens show for `Cc1nnc(C)c2c(C)n(Cc3ccc4c(c3)OCO4)c(C)c12`?
NSD2 inh: 16; SR-BI DiI-HDL act: -4; SR-BI DiI inh: 4; Keap1 Nrf2 FP: -12; RTF Ca sens inh: 6; LANA DNA inh: -2.2; DAGLB inhibitor: 2; PKA-R2B act: -2; Arrestin-AP2 inh: -4; PvdQ inh: -15

How did C/C(=C\COc1ccc2ccc(=O)oc2c1)CC[C@@H](O)C(C)(C)O do in these assays?
SR-BI DiI-HDL act: -11; SR-BI DiI inh: 11; Keap1 Nrf2 FP: 3; RTF Ca sens inh: -9; LANA DNA inh: 2.4; DAGLB inhibitor: 0; PKA-R2B act: 0; Arrestin-AP2 inh: 3; PvdQ inh: 10

What do the screens show for `CN(CC(=O)NCCc1ccc(S(N)(=O)=O)cc1)S(=O)(=O)/C=C/c1ccccc1`?
NSD2 inh: -2; SR-BI DiI-HDL act: -13; SR-BI DiI inh: 13; Keap1 Nrf2 FP: -3; RTF Ca sens inh: -7; LANA DNA inh: 0.6; DAGLB inhibitor: 1; PKA-R2B act: 5; Arrestin-AP2 inh: -4; PvdQ inh: -14

What do the screens show for `CC(Sc1nnc(C(F)(F)F)n1C)C(=O)Nc1ccc(N2CCOCC2)cc1` (configuration not stated)?
NSD2 inh: -1; SR-BI DiI-HDL act: 0; SR-BI DiI inh: 0; Keap1 Nrf2 FP: 4; RTF Ca sens inh: 4; LANA DNA inh: -0.4; DAGLB inhibitor: 2; PKA-R2B act: 0; Arrestin-AP2 inh: -10; PvdQ inh: -2

What do the screens show for `COc1ccc(S(=O)(=O)c2snnc2C)cc1`?
SR-BI DiI-HDL act: 11; SR-BI DiI inh: -11; Keap1 Nrf2 FP: 5; RTF Ca sens inh: -2; LANA DNA inh: 0.0; DAGLB inhibitor: -3; PKA-R2B act: 0; Arrestin-AP2 inh: -19; PvdQ inh: 16

What do the screens show for `CCCc1nc(SCC(=O)O)c2sc(=S)n(-c3ccccc3)c2n1`?
NSD2 inh: 0; SR-BI DiI-HDL act: 1; SR-BI DiI inh: -1; Keap1 Nrf2 FP: 0; RTF Ca sens inh: -6; LANA DNA inh: -0.2; DAGLB inhibitor: 3; PKA-R2B act: -4; Arrestin-AP2 inh: 2; PvdQ inh: -12

How did Cc1cccc(NC(=O)c2ccccc2NC(=O)c2ccco2)c1 do in these assays?
NSD2 inh: -3; SR-BI DiI-HDL act: -40; SR-BI DiI inh: 40; Keap1 Nrf2 FP: 0; RTF Ca sens inh: -2; LANA DNA inh: 0.6; DAGLB inhibitor: -9; PKA-R2B act: 2; Arrestin-AP2 inh: -16; PvdQ inh: -5

Filtered by structure, those above with a thiophene ring, fused or not
What do the screens show for `CC(C)Cc1cc(C(=O)NCc2cccs2)no1`?
SR-BI DiI-HDL act: 6; SR-BI DiI inh: -6; Keap1 Nrf2 FP: 0; RTF Ca sens inh: -8; LANA DNA inh: -1.6; DAGLB inhibitor: -2; PKA-R2B act: 4; Arrestin-AP2 inh: 7; PvdQ inh: 2

What do the screens show for `CCSc1nc2sc3c(c2c(=O)n1-c1ccccc1)CCN(C(C)C)C3`?
NSD2 inh: 6; SR-BI DiI-HDL act: 8; SR-BI DiI inh: -8; Keap1 Nrf2 FP: 1; RTF Ca sens inh: -2; LANA DNA inh: -2.1; DAGLB inhibitor: 1; PKA-R2B act: -7; Arrestin-AP2 inh: 9; PvdQ inh: -1

How did Cc1oc(-c2cccs2)nc1CS(=O)CC(=O)NCc1ccc2c(c1)OCO2 (configuration not stated) do in these assays?
NSD2 inh: 25; Keap1 Nrf2 FP: -4; RTF Ca sens inh: -1; LANA DNA inh: 1.0; DAGLB inhibitor: 3; PKA-R2B act: -10; Arrestin-AP2 inh: 3; PvdQ inh: 12

Next compounds.
How did Cc1ccc(NC(=O)Nc2nnc(CSCCOc3ccc(Cl)cc3)s2)cc1 do in these assays?
NSD2 inh: -2; SR-BI DiI-HDL act: 2; SR-BI DiI inh: -2; Keap1 Nrf2 FP: -7; RTF Ca sens inh: 8; LANA DNA inh: -1.4; DAGLB inhibitor: 1; PKA-R2B act: -10; Arrestin-AP2 inh: -1; PvdQ inh: -16

Results for O=[N+]([O-])c1ccc(N/N=C2\CC3CC=CC23)c([N+](=O)[O-])c1 (configuration not stated) ?
NSD2 inh: 25; SR-BI DiI-HDL act: -2; SR-BI DiI inh: 2; Keap1 Nrf2 FP: -2; RTF Ca sens inh: 10; LANA DNA inh: 1.4; DAGLB inhibitor: -3; PKA-R2B act: -8; Arrestin-AP2 inh: 33; PvdQ inh: 5

How did O=C(Nc1c2c(nn1-c1ccc([N+](=O)[O-])cc1)CS(=O)(=O)C2)c1ccccc1F do in these assays?
NSD2 inh: 1; SR-BI DiI-HDL act: 2; SR-BI DiI inh: -2; Keap1 Nrf2 FP: 0; RTF Ca sens inh: 3; LANA DNA inh: -0.4; DAGLB inhibitor: 1; PKA-R2B act: 5; Arrestin-AP2 inh: 4; PvdQ inh: -3

Results for CCSc1nnc(-c2ccccc2N=Cc2c(C)[nH]n(-c3ccccc3)c2=O)c(=O)[nH]1 ?
NSD2 inh: 0; SR-BI DiI-HDL act: -7; SR-BI DiI inh: 7; Keap1 Nrf2 FP: -5; RTF Ca sens inh: -2; LANA DNA inh: -1.5; DAGLB inhibitor: 6; PKA-R2B act: 0; Arrestin-AP2 inh: -1; PvdQ inh: -23
